DT40 TDP1 CPT – DT40-hTDP1 cell growth loss with CPT; chicken DT40 Tdp1-/-;hTDP1 cells + 20 nM CPT, ATP luminescence, 48 h; hit rate 12% among 420,000; AID 686979; Potency, µM (titrated, usually from 46.2 µM), without a hit: top-dose activity change, negative = growth inhibition, most hits filed as inhibitors; also: nearly all actives have a fitted effect of over 55% in size
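Cell growth measured by CellTiter-Glo luminescence after a minimum 48 h, 37 C compound exposure with 20 nM CPT in Tdp1-knockout DT40 cells stably expressing hTDP1, seeded 400/well; qHTS titration format.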
FEN1 inh – inhibitors of human flap endonuclease 1 | hit rate 0.35% among 390,000 | AID 588795 | Potency, µM (series often up to 114 µM), without a hit: at the highest dose activity change, negative = inhibition, usual class: inhibitors | Recombinant FEN1 flap cleavage, fluorescence, 15 min; also: nearly all actives have a fitted effect of over 65% in size
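Nuclease activity of 10 nM FEN1 was measured after 15 min of room-temperature exposure to titrated compounds, by adding 50 nM flap substrate and reading plates at 0 and 15 min.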
GCN5L2 inh – inhibitors of human GCN5L2 histone acetyltransferase; GCN5L2 HAT assay, ThioGlo1 CoA-SH fluorescence; Potency, µM (doses to about 58.9 µM), inactives show at the highest dose activity change, negative = inhibition, hits mostly inhibitors; hit rate 0.21% among 390,000; AID 504327
Target sequence (Q92830 whole entry, looked up): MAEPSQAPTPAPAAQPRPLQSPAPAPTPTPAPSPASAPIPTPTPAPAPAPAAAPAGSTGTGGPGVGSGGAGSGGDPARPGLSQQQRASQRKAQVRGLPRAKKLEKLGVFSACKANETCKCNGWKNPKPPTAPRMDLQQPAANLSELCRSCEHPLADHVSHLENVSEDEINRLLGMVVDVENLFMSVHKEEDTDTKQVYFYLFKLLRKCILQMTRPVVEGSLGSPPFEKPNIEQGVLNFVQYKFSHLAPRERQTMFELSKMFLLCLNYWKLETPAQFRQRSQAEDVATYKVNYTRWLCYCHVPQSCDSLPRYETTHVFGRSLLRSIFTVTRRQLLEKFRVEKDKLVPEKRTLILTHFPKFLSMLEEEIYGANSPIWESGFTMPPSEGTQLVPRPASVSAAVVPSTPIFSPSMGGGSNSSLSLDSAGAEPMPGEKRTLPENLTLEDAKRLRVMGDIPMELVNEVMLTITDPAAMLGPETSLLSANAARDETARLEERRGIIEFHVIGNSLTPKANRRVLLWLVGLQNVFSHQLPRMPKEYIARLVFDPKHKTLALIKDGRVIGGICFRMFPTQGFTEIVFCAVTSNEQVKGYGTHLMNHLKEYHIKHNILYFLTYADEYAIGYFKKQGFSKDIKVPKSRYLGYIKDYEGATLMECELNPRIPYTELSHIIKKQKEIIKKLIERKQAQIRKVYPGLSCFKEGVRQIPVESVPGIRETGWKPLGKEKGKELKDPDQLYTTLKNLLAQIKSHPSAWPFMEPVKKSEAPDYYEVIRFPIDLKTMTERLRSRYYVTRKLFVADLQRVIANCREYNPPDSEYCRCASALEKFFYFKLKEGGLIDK
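ThioGlo1-coupled HAT assay: 20nM GCN5L2, 70uM acetyl-CoA, 75uM H3(1-25) peptide, pH 7.5. Fluorescence read at 340/540nm at start and after 20 min at room temperature.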
Active calls of the source: *; ? = inconclusive; nt = not tested or not shown; & = joins results of further samples; [ ] = another dose, or the depositor's remark. Calls follow the shape of the dose curve; as a rule, active = well fitted curve in the direction sought with a large enough effect; inconclusive = small, poorly fitted or top-dose-only effect, or another doubt; inactive = no such curve, though single readings can be large; an effect the other way counts as inactive or inconclusive. % is scaled to controls: 0 for no effect and ±100 for the full control effect; potency is read from the fitted curve at half-maximal effect.

The line under a structure holds: DT40 TDP1 CPT | FEN1 inh | GCN5L2 inh
O=C(Nc1ccc2oc(-c3ccccc3F)nc2c1)c1ncn[nH]1
  -12% | -1% | 3%
COc1ccc(C(=O)Nc2cc(OC)nc(OC)n2)cc1
  -24% | -8% | -2%
CCN(CC)S(=O)(=O)c1ccc(OC(C)C)c(NC(=O)C2=COCCO2)c1
  ? | 1% | -3%
COc1cccc(-c2ccc3ncnc(NCc4ccc(OC)cc4OC)c3c2)c1
  ? | nt | -18%
CCOc1ccc(NC(=O)C(CC)n2nc(-c3ccc(C)c(C)c3)ccc2=O)cc1 (stereo unspecified)
  ? | 8% | -6%
CCOCCCNC(c1ccccc1)c1ccncc1 (stereo unspecified)
  0% | 0% | 0%
O=C(CN(CC1CCCO1)C(=O)CNS(=O)(=O)c1ccccc1)NCc1ccccc1 (stereo unspecified)
  27% | 7% | -2%
CCCOCC(O)COc1ccccc1C(=O)N1CCOCC1 (stereo unspecified)
  -1% | 2% | -13%
CC(Sc1nnc(NC2CC2)s1)C(=O)Nc1ccc(S(N)(=O)=O)cc1 (stereo unspecified)
  -20% | -5% | 2%
COc1ccc(CNC(=O)/C=C/c2ccc(OCCCF)cc2)cc1OC
  ? | -9% | -4%
CCC(C)C(NC(=O)C1CCC(C)CC1)C(=O)NCCCN1CCCCC1CC (stereo unspecified)
  14% | -2% | -5%
CC(=O)c1sc(N)c(C(=O)OC(C)C)c1C
  -4% | -5% | -4%
Cn1nc(C(C)(C)C)cc1C(=O)NCc1cc(F)cc2c1OCOC2
  9.2µM* | 14% | -4%
CCc1ccc(NC(=O)C(C)Sc2nnc(CN3CCCC3)o2)cc1 (stereo unspecified)
  -10% | 22% | 5%
COc1ccc2c(c1)O[C@@H]1c3ccc(OC)cc3OCC21 (stereo partly specified)
  4% | nt | -7%
CC(=O)Nc1ccc(NC(=O)C(C)OC(=O)CNC(=O)c2cccs2)cc1 (stereo unspecified)
  4% | -1% | ?
CCc1ccc(NC(=O)C(=O)NCc2ccccn2)cc1
  ? | -2% | 0%
Cc1cccc(-n2c(=O)c3ccccc3n(Cc3ccccc3)c2=O)c1
  23µM* | -8% | -2%
N#Cc1c(N2CCN(C(=O)c3ccco3)CC2)nc(-c2ccccc2)c2c1CCCC2
  26µM* | -3% | -14%
Clc1nssc1=Nc1nncs1
  5.8µM* | ? | 2.2µM*

Record cards, from the list above:
`CCc1ccc(NC(=O)C(C)Sc2nnc(CN3CCCC3)o2)cc1` (stereo unspecified) in the list: DT40 TDP1 CPT = -10%; FEN1 inh = 22%; GCN5L2 inh = 5%
`Cn1nc(C(C)(C)C)cc1C(=O)NCc1cc(F)cc2c1OCOC2` in the list: DT40 TDP1 CPT = 9.2µM*; FEN1 inh = 14%; GCN5L2 inh = -4%

(cont.)
The line under a structure holds: DT40 TDP1 CPT | FEN1 inh | GCN5L2 inh
O=C(Oc1ccccc1)N1CCC[C@@]2(CCN(c3ccccn3)C2)C1
  -3% | nt | -11%
Clc1ccccc1CN1CCN(CCCc2ccccc2)CC1
  1% | 6% | -5%
O=C(/C=C/c1cccs1)c1ccc(N2CCOCC2)cc1
  ? | 15% | -13%
O=[N+]([O-])c1ccc(Cl)cc1CN1CCCCCC1
  ? | 3% | 0%
COc1ccc(NC(=O)CCN(c2ccc(OC)cc2)S(=O)(=O)c2ccc(C)c(C)c2)cc1
  ? | -10% | nt
COc1ccc2c(CC(=O)NNC(=O)c3cccs3)coc2c1
  6% | 0% | -6%
COc1cc2nc(=S)n3[nH]c(COc4ccccc4C)nc3c2cc1OC
  1.2µM* | 2% | -6%
CCn1c(=O)c(C(=O)Nc2cccnc2)c(O)c2ccccc21
  6% | ? | nt
CCC/C(=N\NC(=O)C1CC1)c1ccc(Br)cc1
  0% | 1% | 1%
Cc1ccc(NC(=O)Nc2cccc(C(F)(F)F)c2)nc1
  9% | -13% | -5%
Cc1cccc(Oc2ccc(Cl)cc2N)c1
  -30% | -23% | -16%
Cc1c(C(=O)NC2CCOC2)oc2c(F)cccc12 (stereo unspecified)
  2% | 10% | -4%
COc1cccc(CNS(=O)(=O)c2c(C)nc3scc(C)n3c2=O)c1
  -14%&-19% | 1%&-12% | -14%&-8%
NC(=O)c1nsc(C(=O)N(c2ccccc2)C(C(=O)NC2CCCC2)c2ccc3ncccc3c2)c1N (stereo unspecified)
  ? | 2% | -8%
Cc1ccc(-c2nc(C3CCCN(S(=O)(=O)c4ccc(C(C)(C)C)cc4)C3)no2)cc1 (stereo unspecified)
  ? | 23% | 1%
CCc1ccc(-c2csc(NC(=O)C3=NN(c4ccccc4)C(=O)CC3)n2)cc1
  ? | -20% | -9%
O=C(CCCN1C(=O)c2cccnc2Oc2ccc(Cl)cc21)N1CCCCC1
  3% | 18% | -4%
O=c1[nH]c2ccc(Cl)cc2c(O)c1-c1ccccc1
  7% | -7% | 1%
COc1ccccc1C(=O)NCCC(=O)N(Cc1ccco1)Cc1cccs1
  ? | 3% | -3%
COc1cccc(C2=NOC(C(=O)Nc3cc(C)nn3-c3ccccc3)C2)c1OC (stereo unspecified)
  ? | 14% | 0%
CCNC(=O)COc1ccc(/C=C2\COc3ccccc3C2=O)cc1OC
  15µM* | -5% | -6%
COc1cccc(N2CC(C(=O)Nc3nnc(SCC(=O)c4ccccc4)s3)CC2=O)c1 (stereo unspecified)
  -14% | -15% | -4%
O=C(N/N=C/c1ccccc1[N+](=O)[O-])c1ccc(CN2CCOCC2)cc1
  -13% | -7% | -1%
Cc1ccc2c(c1)C(O)(CC(=O)c1cccc(-n3cccc3)c1)C(=O)N2 (stereo unspecified)
  9% | -10% | -11%
CN1CCN(CCCNC(=O)c2ccc(CS(=O)(=O)c3ccc(Br)cc3)o2)CC1
  -1% | -5% | -6%
O=C1CCCN1CCCNc1ccc2nnc(CCC(=O)N3CCN(c4ccccc4)CC3)n2n1
  16% | -3% | -3%
C=CCn1c(SCc2ccccc2)nc(O)cc1=O
  3% | 3% | 2%
Cc1cc(C(=O)N2CCCC(C(=O)c3ccc(Oc4ccccc4)cc3)C2)n[nH]1 (stereo unspecified)
  21µM* | -23% | -5%
Cc1ccc(CCNC(=O)c2cc(S(=O)(=O)N3CCCCC3)c[nH]2)cc1
  -11% | -7% | -6%
CN1CCCN(C(=O)c2ccc(Cl)c(S(=O)(=O)N(C)c3ccccc3)c2)CC1
  -1% | -15% | -3%
Cc1cc(C)n2nc(NCc3ccccc3)nc2n1
  0% | 5% | nt
COCCN(CC(=O)NCc1ccc2c(c1)OCO2)C(=O)CCC(=O)Nc1nccs1
  -2% | 0% | -3%
CCCc1cc(=O)[nH]c(SCC(=O)N2CCN(c3ccc(F)cc3)CC2)n1
  -2% | -12% | -1%
Cc1ccc(NC(=O)CCNS(=O)(=O)c2ccc3[nH]c(=O)oc3c2)cc1
  -4% | -3% | 5%
CCCOc1ccc(NC(=O)CC2C(=O)N(C)C(=S)N2Cc2cccs2)cc1 (stereo unspecified)
  ? | -18% | -10%
O=[N+]([O-])c1cnccc1Nc1ccc(Cl)cc1
  -3% | 1% | 1%
Clc1ccc(-c2nnc(-c3cccc4ccccc34)o2)cc1
  -9% | -5% | nt
O=C(CCn1c(=S)oc2ccccc21)Nc1ccc(F)cc1
  2% | 1% | -12%
CC(=O)Nc1ccc(S(=O)(=O)/N=C2\C(=O)c3ccccc3C([O-])=C2n2cc[n+](-c3ccccn3)c2)cc1
  3.7µM* | -24% | -1%
COC(=O)CCC(=O)Nc1cccc([N+](=O)[O-])c1
  2% | -5% | -9%

Brought forward from above: five entries, then new ones.
The line under a structure holds: DT40 TDP1 CPT | FEN1 inh | GCN5L2 inh
O=[N+]([O-])c1cnccc1Nc1ccc(Cl)cc1
  -3% | 1% | 1%
Clc1ccc(-c2nnc(-c3cccc4ccccc34)o2)cc1
  -9% | -5% | nt
O=C(CCn1c(=S)oc2ccccc21)Nc1ccc(F)cc1
  2% | 1% | -12%
CC(=O)Nc1ccc(S(=O)(=O)/N=C2\C(=O)c3ccccc3C([O-])=C2n2cc[n+](-c3ccccn3)c2)cc1
  3.7µM* | -24% | -1%
COC(=O)CCC(=O)Nc1cccc([N+](=O)[O-])c1
  2% | -5% | -9%
O=C(O)c1cccc(C(=O)c2cccc(C(=O)O)c2)c1
  14% | 16% | -3%
COC(=O)COc1ccc(S(=O)(=O)Nc2ccc3c(c2)OCO3)cc1
  -9% | -7% | -2%
CC(C)C(C)NC(=O)COn1nnc2ccc(S(=O)(=O)N3CCOCC3)cc21 (stereo unspecified)
  -2% | 6% | 0%
COc1ccc(/C=N/NC(=O)c2ccc(COc3ccccc3Cl)o2)cc1
  ? | 6% | -14%
CC(C)C(=O)NN(C(=O)c1ccccc1)c1ccccc1
  -15% | -7% | -5%
COc1ccc(CCNC(=O)CCCCn2c(=O)c3ccccc3n(Cc3cc(C)ccc3C)c2=O)cc1OC
  -17% | 0% | -4%
CCC1(C)SC(N)=NN1C(C)=O (stereo unspecified)
  6% | -3% | -4%
CCOC(=O)c1c(C)[nH]c(C(=O)/C(C#N)=C/c2ccc(OC(F)F)c(OC)c2)c1C
  -15% | -10% | -5%
CCN(Cc1ccccc1)C(=O)CCc1nnc(CCCc2ccccc2)o1
  -19% | 39%[activator] | -1%
COC(=O)c1cc(OC)c(OC)cc1NC(=O)c1cc(OC)cc(OC)c1
  8% | -2% | -6%

Two entries picked at random from the list so far, as already listed:
The line under a structure holds: DT40 TDP1 CPT | FEN1 inh | GCN5L2 inh
COc1ccc(NC(=O)CCN(c2ccc(OC)cc2)S(=O)(=O)c2ccc(C)c(C)c2)cc1
  ? | -10% | nt
CCc1ccc(-c2csc(NC(=O)C3=NN(c4ccccc4)C(=O)CC3)n2)cc1
  ? | -20% | -9%

Continuation.
The line under a structure holds: DT40 TDP1 CPT | FEN1 inh | GCN5L2 inh
O=C(Cc1ccccc1)N1CCN=C1SCc1ccc([N+](=O)[O-])cc1
  ? | -17% | 0%
Cc1cc(C(=O)O)c(C)n1-c1ccccc1
  -14% | 4% | ?
Cc1ccc2nc(CCc3nc4ccc(C)cc4o3)oc2c1
  ? | 3% | -2%
Cc1ccn2c(Nc3ccccc3)c(-c3c[nH]c4ccccc34)nc2c1
  16µM* | -24% | -7%
CCOC(=O)NCc1cc(-c2nn(C)c(=O)c3ccccc23)ccc1C
  ? | 0% | 3%
CCOC(=O)c1c(S(=O)(=O)N2c3ccccc3CC2C)c(C)n(C)c1C (stereo unspecified)
  ? | 7% | -1%
CC(=O)c1ccc(N2CCN(S(=O)(=O)c3ccc4c(c3)CC(=O)N4C)CC2)cc1
  -15% | -12% | -12%
Cc1cnc(C(=O)N2CCN(S(=O)(=O)c3cc(C(F)(F)F)cc(C(F)(F)F)c3)CC2)cn1
  -25% | -4% | nt
Clc1cccc(CNCCCSc2nnnn2-c2ccccc2)c1
  ? | -9% | -3%
CCN1C(=O)/C(=C\N2CCN(C)CC2)SC1=S
  -30% | -13% | -6%
CS(=O)(=O)N1CCC2(CCN(c3ccccc3)CC2)CC1
  -14% | nt | -5%
O=C(NCc1cc(C(F)(F)F)cc(C(F)(F)F)c1)C12CN(Cc3ccccc3)CC1C(c1cccc([N+](=O)[O-])c1)=NO2 (stereo unspecified)
  -15% | -16% | -15%
COc1ccc(NC(=O)c2ccc3nc(C)sc3c2)cc1
  -6% | 13% | -11%
O=C(NCCF)[C@H]1C[C@@H]1[C@H](NP(=O)(c1ccccc1)c1ccccc1)c1ccccc1
  -5% | -3% | -3%
Cc1cc(F)ccc1NC(=O)C1CSC2(C)CCC(=O)N12 (stereo unspecified)
  -5% | 2% | 2%
Cc1cc(N2CCCC2=O)ccc1S(=O)(=O)Nc1c(C)nn(C)c1C
  ? | -6% | ?
Cc1cc(C)nc(SCC(=O)Nc2ncc(Cc3ccc(Cl)c(Cl)c3)s2)n1
  ? | -12% | -4%
CC(=O)Nc1cc(NC(C)=O)cc(C(=O)OC(C)C(=O)Nc2ccc(S(=O)(=O)N3CCCC3)cc2)c1 (stereo unspecified)
  -7% | 1% | -10%

A portion of the library. The share of hits here may be higher or lower than overall.
